STK33 kinase inh – inhibitors of purified STK33 kinase, primary screen, biochemical, ADP-Glo luminescence, homogeneous, cell-free; Serine/threonine-protein kinase 33 (Homo sapiens), Q9BYT3; MBP phosphorylation; inhibition, % at 10 µM; hit rate 0.073% among 320,000; AID 2661, 2010;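 active means inhibition at or above 25%, using the most active replicate where run in duplicate; inactive means inhibition below 25%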
Target sequence (Q9BYT3 whole entry, looked up): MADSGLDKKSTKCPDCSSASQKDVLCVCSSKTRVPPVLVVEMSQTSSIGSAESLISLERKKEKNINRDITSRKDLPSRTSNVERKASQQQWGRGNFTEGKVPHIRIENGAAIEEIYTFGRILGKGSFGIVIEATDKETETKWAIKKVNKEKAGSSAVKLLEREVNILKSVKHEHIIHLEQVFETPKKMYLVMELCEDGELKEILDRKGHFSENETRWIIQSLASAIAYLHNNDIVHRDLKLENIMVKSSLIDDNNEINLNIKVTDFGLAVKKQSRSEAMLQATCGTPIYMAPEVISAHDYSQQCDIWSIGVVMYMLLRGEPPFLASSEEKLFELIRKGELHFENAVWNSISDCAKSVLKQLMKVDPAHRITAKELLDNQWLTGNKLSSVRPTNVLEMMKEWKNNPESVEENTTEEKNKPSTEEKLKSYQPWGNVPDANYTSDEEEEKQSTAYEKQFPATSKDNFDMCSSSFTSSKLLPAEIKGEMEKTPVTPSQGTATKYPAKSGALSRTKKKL
KCNQ2 block – KCNQ2 potassium channel inhibitors, primary screen, cell-based, CHO-K1, FluxOR thallium flux, B-score (AID 2156); Potassium voltage-gated channel subfamily KQT member 2 (Rattus norvegicus), O88943; 20 min; hits give low values; B-score at 10 µM; hit rate 1.1% among 310,000;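 active means fluorescence ratio B-score at most minus 3 library SDs, with starting brightness B-score within 2 library SDs, cut at about -5.5 in these data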
Kir21 block – inhibitors of mouse Kir2.1 inward-rectifier potassium channel; B-score at 10 µM; hit rate 0.85% among 310,000; HEK293-Kir2.1, FluxOR thallium flux fluorescence; hits give low values;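 active means fluorescence ratio B-score at or below minus 3 SD of library scores, with starting-brightness B-score within 2 SD, cut at about -4.2 in these data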;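 further: channel flux triggered by added potassium and thallium sulfate stimulus; B-score of peak minus minimum fluorescence over baseline after thallium stimulus; more negative B-score means stronger Kir2.1 block with less thallium influx; some compounds called inactive have numbers as strong as hits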
Target sequence (P35561 whole entry, looked up): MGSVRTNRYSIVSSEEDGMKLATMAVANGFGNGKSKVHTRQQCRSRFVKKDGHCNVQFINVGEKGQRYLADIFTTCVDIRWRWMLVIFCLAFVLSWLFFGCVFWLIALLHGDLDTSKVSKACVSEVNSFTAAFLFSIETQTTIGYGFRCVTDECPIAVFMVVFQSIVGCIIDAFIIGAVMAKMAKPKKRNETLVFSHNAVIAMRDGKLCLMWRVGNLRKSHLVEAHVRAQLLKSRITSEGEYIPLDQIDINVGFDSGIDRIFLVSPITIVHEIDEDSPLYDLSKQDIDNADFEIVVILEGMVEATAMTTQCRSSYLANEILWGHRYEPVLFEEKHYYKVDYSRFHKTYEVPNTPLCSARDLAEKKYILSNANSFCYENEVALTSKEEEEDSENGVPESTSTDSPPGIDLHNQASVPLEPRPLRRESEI
Active calls of the source: *; i = inactive; . = not tested or not shown; & = joins results of further samples. Compounds as they come; about 1.9% have a hit in one of these screens.

SMILES | STK33 kinase inh | KCNQ2 block | Kir21 block
CCCN(CCC)C(=O)C1CCCN(S(=O)(=O)c2ccc3c(c2)oc(=O)n3C)C1 (stereo not given) | -1.1 | i | -1.4
CCOc1ccc(/C=N/NC(=O)c2ccccc2NC(=O)c2ccc(OC)cc2)cc1 | -1.2 | i | 0.66
O=C(Nc1ccccc1)C(=O)Nc1ccccn1 | -2.7 | i | -0.31
CC(=O)c1cccc(NC(=O)N2CCCC2C(=O)Nc2cc(C)ccc2C)c1 (stereo not given) | -1.0 | i | 0.05
CCc1c(C(=O)Nc2ccccc2)c(C)[nH]c(=S)c1C#N | 0.1 | i | 0.04
Cc1ccccc1-c1noc(-c2ccccc2F)n1 | -1.1 | i | -1.3
CCOc1ccccc1Oc1c(C)oc2cc(OC(=O)c3ccco3)ccc2c1=O | 0.0 | i | -0.54
O=C(CSc1c2c(nc3cc(Cl)ccc13)CCCC2)NCCN1CCOCC1 | . | i | 1.3
Cc1cc(O)c(/C=N/c2ccccn2)c(=O)o1 | -0.9 | i | -1.1
CCOc1ccc2nc(Cl)c(C3CC(c4ccccc4)=NN3C(=O)c3ccco3)cc2c1 (stereo not given) | -0.8 | i | 0.58
CCOc1ccc2[nH]c(=O)c(CN(Cc3cccs3)Cc3nnnn3C(C)(C)C)cc2c1 | -2.5 | i | 0.2
O=C(NNC(=O)c1ccccc1[N+](=O)[O-])c1csc(N2CCOCC2)n1 | -0.9 | i | 1.3
COc1ccc2c(c1)c(CCN1C(=O)c3ccccc3C1=O)cn2C(=O)c1ccco1 | 0.6 | i | -0.23
CC1=C(C(=O)Nc2ccccc2)C(c2ccc(C)o2)N2C(=O)CSC2=N1 (stereo not given) | -0.4 | i | 0.98
OCC(CO)(CO)NCc1ccc(-c2ccccc2)cc1 | 0.0 | i | -0.16
COc1cccc(CN2CCC(C(=O)N3CCC(C)CC3)CC2)c1 | -3.4 | i | 0.01
C/C(=N\NC(=O)C1CCCN(S(=O)(=O)c2ccccc2)C1)c1ccccn1 (stereo not given) | 0.6 | i | -0.93
Cc1oc(-c2cccs2)nc1CN1CCN(Cc2ccc(F)c(F)c2)C(CCO)C1 (stereo not given) | -0.4 | i | 0.08
Cc1nn(C)cc1CNC(=O)c1cc2n(n1)C(C(F)(F)F)CC(c1cccs1)N2 (stereo not given) | 1.2 | i | -0.33
FC(F)(F)c1ccc2c(c1)n(Cc1ccccc1)c1[n+]2CCCCC1 | -2.2 | i | 1.5
Cc1ccc(S(=O)(=O)N(C)Cc2ccc(C(=O)N/N=C3\CCCC(=O)C3)cc2)cc1 | -0.7 | i | -0.2
Cc1cnc(NC(=O)CN2C(=O)C3CC=CCC3C2=O)s1 (stereo not given) | -0.3 | i | 1.9
COC(=O)CNc1nc(OC)nc(N(C)C)n1 | -3.1 | i | 0.31
COc1cc(-c2nc(=S)[nH][nH]2)cc(OC)c1OC | -0.8 | i | 0.67
Cc1onc(-c2ccccc2)c1C(=O)N/N=C/c1cc(Br)c(O)c(Br)c1 | . | i | 0.72
O=C(/C=C/c1ccccc1)N1CCN(c2ccccn2)CC1 | -1.2 | i | 0.09
Cc1ccc2nc(Cl)c(/C=N/Nc3ccc(C(=O)O)cc3)cc2c1 | -1.1 | i | -0.13
CCn1nccc1C(=O)Nc1ccccc1OC | 1.7 | i | 0.38
CCOC(=O)Cc1csc(NC(=S)NC(=O)c2ccccc2)n1 | -2.4 | i | -0.96
Cc1ccccc1C(=O)Nc1nnc(CC(=O)N/N=C/c2ccncc2)s1 | -2.4 | i | -1.6
O=C(NC1CCCCCCC1)c1cnccn1 | -0.5 | i | -0.29
CC(=O)Nc1ccc(NC(=O)C(C)c2cccc(C(=O)c3ccccc3)c2)cc1 (stereo not given) | -1.1 | i | 0.13
Cc1ccc(C)c(NC(=O)C2CCCN2C(=O)NC2CCCCC2)c1 (stereo not given) | -2.2 | i | -0.68
CC(NC(=O)c1c(O)c2ccccc2n(C)c1=O)c1ccccc1 (stereo not given) | -0.6 | -5.8* | 2.2
CC(C)[C@H](NC(=O)[C@@H]1Cc2c([nH]c3ccccc23)C2c3ccccc3C(=O)N21)C(=O)N1CCC[C@@H]1C(=O)O (stereo not given in full) | 2.0 | i | -0.15
CCc1nnc(NC(=O)C2CC(=O)N(Cc3ccccc3)C2)s1 (stereo not given) | -0.1 | i | 0
CCc1cccc(NC(=O)C2CC2c2ccccc2)c1 (stereo not given) | 14 | i | -0.78
Cc1nn(C(=O)c2nn(C)cc2Cl)c(C)c1Br | -0.2 | i | 0.63
COc1ccc(-c2noc(CCCC(=O)NCC3CCCO3)n2)cc1 (stereo not given) | -2.1 | i | 1
CCC(C)(C)NC(=O)CN(C(=O)CNS(=O)(=O)c1ccccc1)c1ccccc1 | -1.5 | i | 0.35
Cc1ccc(/C=N/N2C(=O)c3ccccc3NC2c2ccc(C)cc2)cc1 (stereo not given) | -0.2 | i | 0.41
CCC(=O)Nc1ccc(NC(=O)c2ccc3c(c2)OCO3)cc1 | -2.1 | i | 0.49
CC(C)C[C@H](NC(=O)c1nc[nH]c1C(=O)NC1CCNCC1)C(=O)OCc1ccccc1 | 0.3 | i | -2
CCCn1c2ccccc2c2nnc(SCc3[nH]c(=O)[nH]c3C(=O)CCCCC(=O)OCC)nc21 | -1.3 | i | -0.44
O=C(NC1CCN(c2ncccn2)CC1)c1ccccc1F | 2.7 | i | 1.1
CN(C1=NC(=O)C(CC(=O)Nc2ccc(Br)cc2)S1)c1ccc(O)cc1 (stereo not given) | -0.3 | i | 0.05
COc1ccc(NC(=O)COC(=O)C23CC4CC(CC(Cl)(C4)C2)C3)c(OC)c1 | 0.5 | i | -0.03
CCOC(=O)c1[nH]c2ccc(OC)cc2c1NC(=O)c1ccc2c(c1)OCO2 | -1.2 | i | 0.56
CCOC(=O)C1=C(O)C(=O)N(CCCn2ccnc2)C1c1ccc(OC)cc1 (stereo not given) | 0.9 | i | -0.91
CCOC(=O)N1CCN(Cc2cn[nH]c2-c2ccc(-c3ccccc3)cc2)CC1 | -0.8 | i | 1.4
CCCCn1c(N)c(N(CC(C)C)C(=O)C(C)SCc2nc3sc(C)c(C)c3c(=O)[nH]2)c(=O)[nH]c1=O (stereo not given) | -1.5 | i | 2.5
Cc1ccc(Cc2nnc(SCC(=O)Nc3c(C)cccc3C)[nH]c2=O)cc1 | -1.4 | i | 0.09
Cc1cc(C(=O)c2ccc(Cl)cc2)c(NC(=O)CCl)s1 | -0.5 | i | 0.36
O=C(/C=C/c1c(F)cccc1Cl)Nc1cccnc1 | 1.0 | i | 1.6
C=CCN=c1scc(-c2ccc(F)cc2)n1/N=C/c1ccccn1 | -0.7 | i | 0.5
Cc1cccc(CSC2=NN3CCCC(=O)N=C3S2)c1 | 0.7 | i | 0.13
COc1ccccc1NC(=O)[C@H](COCc1ccccc1)NC(=O)OC(C)(C)C | 0.2 | -6.3* | -0.38
COc1ccc(OC)c(NC(=O)CSc2nnc(N)s2)c1 | 0.6 | i | -2.4
CN(C)CCCCOc1ccccc1F | -1.1 | i | -1.2
CN1C(C(=O)NCc2ccc(OC(F)(F)F)cc2)CC2Cn3c(nc4cc5ccccc5cc43)C21 (stereo not given) | -0.1 | i | 0.98
Continuation:
SMILES | STK33 kinase inh | KCNQ2 block | Kir21 block
Cc1ccc(NC(=O)COc2ccccc2C=O)cc1Cl | -0.5 | i | 1.3
Cc1ccc(N(C(=O)c2csnn2)C(C(=O)NC2CCCCC2)c2cccnc2)c(C)c1 (stereo not given) | -0.7 | i | 0.37
CN(CC(O)CN1CCOCC1)S(=O)(=O)O (stereo not given) | -0.3&-0.9 | i | 1&0.78
CCc1sc(C(=O)Nc2ccc(F)cc2C)cc1C | -0.9 | i | -0.6
COc1ccc(Cc2nnc(NC(=O)Nc3cccc(OC)c3)s2)cc1 | -0.6 | i | -1.1
COc1ccc(CCCNC(=O)C2CCC(=O)N(CCCN3CCCC3=O)C2)cc1 (stereo not given) | -0.6 | i | -1.6
Cc1cccc(OCC(=O)Nc2nnc(S(=O)(=O)N3CCC(C)CC3)s2)c1 | -0.6 | i | 0.23
CCC1CCCCN1C(=O)CCNC(=O)Cn1cnc2ccccc2c1=O (stereo not given) | -2.7 | i | -1.6
COCCCNC(=O)Cn1nnc(-c2ccc(NC(=O)c3ccc(F)cc3)cc2)n1 | -1.7 | i | -0.16
Cc1ccc(NC(=O)NCCCl)cc1S(=O)(=O)N1CCOCC1 | -1.6 | i | 0.54
Cc1nc2cc(S(=O)(=O)C(F)(F)F)ccc2s1 | 0.6 | i | -0.62
Cc1nc(-c2nc(-c3c(C(=O)NNC(=O)Nc4ccccc4)noc3C)cs2)cs1 | -0.2 | i | -1.3
CCc1nc(N[C@H](C(=O)O)C(C)CC)c2oc3ccccc3c2n1 (stereo not given in full) | -0.4 | i | 0.72
N#C/C(=C(/O)CSc1n[nH]c(N)n1)c1nc2ccccc2[nH]1 | -3.2 | i | 0.28
CC1=C(C(=O)OCc2ccc3c(c2)OCO3)C(c2ccc(O)c([N+](=O)[O-])c2)NC(=O)N1 (stereo not given) | -1.3 | i | -1.7
CCCCNc1c2c(nc3c(-c4ccccc4)c(C)nn13)CCC2 | -1.4 | i | -0.74
O=C(NCc1cccnc1)c1noc2c1CCCC2 | -0.9 | i | -0.51
Cc1cc(N2CCOCC2)nc(N)n1 | -0.7 | i | 1.7
COc1ccc(N2CCN(C(=O)c3ccc(Oc4ccc(C(F)(F)F)cn4)cc3)CC2)cc1 | -1.5 | i | -0.02
COc1ccc(-n2cc(CN3CCCC3)c(-c3cccc(F)c3)n2)cc1 | 0.2 | i | 0.15

Individual results from the list.
STK33 kinase inh, CCOc1ccc2nc(Cl)c(C3CC(c4ccccc4)=NN3C(=O)c3ccco3)cc2c1 (stereo not given) : -0.8
Kir21 block, CCc1sc(C(=O)Nc2ccc(F)cc2C)cc1C : -0.6
Kir21 block, O=C(/C=C/c1c(F)cccc1Cl)Nc1cccnc1 : 1.6
STK33 kinase inh, C/C(=N\NC(=O)C1CCCN(S(=O)(=O)c2ccccc2)C1)c1ccccn1 (stereo not given) : 0.6

The results go on:
SMILES | STK33 kinase inh | KCNQ2 block | Kir21 block
O=C(NC(Cc1ccccc1)C(=O)O)c1ccc(S(=O)(=O)N2CCOCC2)cc1 (stereo not given) | -0.9 | i | -1.4
COc1ccc(CNc2ncnc3sccc23)cc1 | 0.3 | i | 0.54
Cc1nc(NC(=O)c2ccc(Br)s2)sc1C(=O)N(C)C | -0.3 | i | 1.2
COc1cc(C(=O)OCC(=O)NCCC2=CCCCC2)ccc1OCC(C)C | 1.1 | i | -0.79
COc1cc(C(=O)NNC(=O)c2ccc(S(=O)(=O)N3CCCCC3)cc2)cc(OC)c1OC | -2.4 | i | 0.33
Cc1ccc(CC(=O)O/N=C(\N)c2ccccn2)cc1 | 0.1 | i | 0.28
CC(=O)NC1CC2CCCC(C1)N2Cc1ccc(C)cc1 (stereo not given) | 1.4 | i | 0.15
c1ccc(-c2[nH]ncc2CN2CCN(Cc3ccc4c(c3)OCO4)CC2)cc1 | -0.9 | i | 0.55
COc1ccccc1-c1c(C)nn2c(-c3ccccc3)cc(C)nc12 | -1.8 | i | -0.03
COc1ccc(N2CCN(C(CNC(=O)c3ccc4c(c3)OCO4)c3ccco3)CC2)cc1 (stereo not given) | 0.0 | i | -3.1
CCc1ccc(NC(=O)CSc2n[nH]c(C)c2[N+](=O)[O-])cc1 | 0.2 | i | 0.08
CS(=O)(=O)N1CCN(C(=O)Nc2ccccc2)CC1 | -0.7 | i | 0.98
CCn1ncc(C2=NOC(C(=O)Nc3ccc4c(c3)OCO4)C2)c1C (stereo not given) | 1.7 | i | -0.39
COc1ccc(COC(=O)CCS(=O)(=O)c2ccc(C)cc2)cc1F | -0.6 | i | -0.13
CCn1c(SCC(O)c2ccccc2)nnc1-c1ccccc1 (stereo not given) | -1.8 | i | 0.28
CCOC(=O)N1CCC2(CC1)C(C#N)=C(N)Oc1c2sc2nc(C)cc(C)c12 | -1.1 | i | -2
Cc1cc([N+](=O)[O-])cc2c1NCC1CC=CC21 (stereo not given) | 1.1 | i | -1.9
Cc1nnsc1C(=O)Nc1ccccc1 | -1.9 | i | -0.03
COc1cc(NC(=O)Cc2c(C(=O)O)n(C)c3ccccc23)cc(OC)c1OC | -0.9 | i | -0.79
Brc1ccc(/C=N/N2CCN(C3c4ccccc4-c4ccccc43)CC2)s1 | -1.9 | i | -0.31
COC/C=C/C1=CC2=CC(=O)C(C)(OC(=O)c3cnc4ccccc4n3)C(=O)C2=CN1CCCCO (stereo not given) | 0.7 | i | -1.8

A second format for some results above.
| compound | STK33 kinase inh | KCNQ2 block | Kir21 block |
| --- | --- | --- | --- |
| CCOC(=O)N1CCC2(CC1)C(C#N)=C(N)Oc1c2sc2nc(C)cc(C)c12 | -1.1 | i | -2 |
| CCc1ccc(NC(=O)CSc2n[nH]c(C)c2[N+](=O)[O-])cc1 | 0.2 | i | 0.08 |
| COc1cc(C(=O)OCC(=O)NCCC2=CCCCC2)ccc1OCC(C)C | 1.1 | i | -0.79 |
| c1ccc(-c2[nH]ncc2CN2CCN(Cc3ccc4c(c3)OCO4)CC2)cc1 | -0.9 | i | 0.55 |
| Cc1nnsc1C(=O)Nc1ccccc1 | -1.9 | i | -0.03 |
| COc1ccccc1-c1c(C)nn2c(-c3ccccc3)cc(C)nc12 | -1.8 | i | -0.03 |

2 entries from above, with values under each structure.
Order of values – STK33 kinase inh | KCNQ2 block | Kir21 block
> CS(=O)(=O)N1CCN(C(=O)Nc2ccccc2)CC1
→ -0.7 | i | 0.98
> Cc1nnsc1C(=O)Nc1ccccc1
→ -1.9 | i | -0.03

Assay outcomes as filed in PubChem.
